High-throughput results: PubChem BioAssay, National Center for Advancing Translational Sciences (NCATS)
Imprint erasure – induces erasure of genomic imprints in mouse ES cells; mouse ES Peg3-LacZ reporter, beta-gal luminescence, 40 h; Potency, µM (series often up to 60.7 µM), for inactives: at the top dose activity change, positive = activation, usual class: activators; 110,000 compounds, 0.02% hits; AID 1948;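 note: 0% = negative control wells on the plate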
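Gelatin-coated wells received 300 freshly trypsinized female ES cells with a Peg3LacZ-Neo reporter on the maternal allele, then incubated 40 hours at 37C. BetaGlo was added for 5 minutes at room temperature before a single luminescence read.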
p53ts 32C kill – p53ts cell cytotoxicity, permissive temperature | H1299-p53A138V at 32C, ATP luminescence viability, 24 h | Potency, µM (doses to about 46.1 µM), without a hit: at the highest dose activity change, negative = cytotoxicity, usual class: cytotoxic | 130,000 compounds, 0.93% hits;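 note: 0% = DMSO and -100% = full killing by reference compound; nearly all actives have a fitted effect of over 55% in size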
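Viability by ATPlite luminescence after 24 h compound treatment (up to 46 uM) at the permissive 32C. Cells are H1299 carrying p53 A138V. Scale runs from DMSO basal to 100 uM tamoxifen as full kill; AC50 from Hill fits.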
p53ts 39C tox – kills p53ts cells at the nonpermissive temperature; H1299-p53A138V viability at 39C, ATP luminescence, 24 h; Potency, µM (top dose mostly 46.1 µM), for inactives: top-dose activity change, negative = cell killing, usual class: cytotoxic; 130,000 compounds, 1.5% hits; AID 902; note: nearly all actives have a fitted effect of over 55% in size
IkB signaling – inhibitors of IkB signaling in ABC-DLBCL cells | ABC-DLBCL IkBa-CBG/CBR dual luciferase ratio, 4 h; response scale: scaled: untreated 0%, proteasome inhibitor 100% | Potency, µM (top dose mostly 57.1 µM), inactives show top-dose IkBa stabilization activation | 110,000 compounds, 0.04% hits | AID 445; active = well fitted curve in the direction sought with a large enough effect in the signal ratio, not every such curve was filed as active; inconclusive = small, poorly fitted or top-dose-only effect, or a change in a side signal; the % refers to the signal ratio;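 note: the direction sought is a rising ratio; 0% = basal untreated cells and 100% = reference inhibitor full response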
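Luminescence ratio of IκBα-fused green versus native red beetle luciferase in OCI-Ly3 cells, 4 h post-doxycycline with compound; red signal alone, scaled from basal (0%) to zero light (-100%), flagged nonspecific or cytotoxic effects.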
Numbers without * were called inactive; ? = inconclusive; · = no result given; & = joins results of further samples; [ ] = dose if it differs, or a comment. Unless noted, calls come from the whole dose curve; as a rule, active = well fitted curve in the direction sought with a large enough effect; inconclusive = small, poorly fitted or top-dose-only effect, or another doubt; inactive = no such curve, though single readings can be large; an effect the other way counts as inactive or inconclusive. Unless noted, % is set by controls: 0 for no effect and ±100 for the full control effect; potency is the fitted concentration of half-maximal effect.

SMILES	Imprint erasure	p53ts 32C kill	p53ts 39C tox	IkB signaling
O=C(CNC(=O)c1ccc(Cl)cc1)OCc1cc(=O)n2ccsc2n1	2%[10.9 µM]	-1%	-9%	-0.6%
O=C(NCc1ccco1)c1scc2c1OCCO2	1%	0%	-2%	-1.0%
CO[C@@H]1COC(=O)[C@@H](CCSC)NC(=O)C/C=C\[C@@H](C)COC(=O)[C@H](C)NC(=O)C/C=C\[C@H]1C	·	1%[9.22 µM]	-3%[9.22 µM]	·
O=C(CCn1nc(-c2ccc(Cl)cc2)ccc1=O)NCCc1ccccc1	-9%[10.9 µM]	0%	-29%	-1.9%
COc1cc(C2Nc3ccccc3-c3nnc(SCc4ccc(Cl)cc4)nc3O2)ccc1OCC(=O)O (configuration not stated)	-15%[10.9 µM]	-15%	?	?
COc1cccc(NC(=O)c2csnn2)c1	-11%[10.9 µM]	-6%	-16%	1.6%
COC(=O)c1ccc(COc2nc(C)cc(C)c2C#N)o1	-31%[inhibitor]	-1%	-3%	-2.9%
O=C(CSc1nnc(-c2cccnc2)o1)OC1CCCCC1	·	-3%	4%	-5.6%
CC(C)Oc1ccc(C(=O)Nc2c(C(=O)Nc3cccc(F)c3)oc3ccccc23)cc1	-5%[10.9 µM]	?	?	1.5%
O=C(O)c1cc(CN2CCOCC2)oc1-c1ccccc1	-14%	1%	7%	2.8%
Cc1cc(-c2ccco2)c(C#N)c2nc3ccccc3n12	-26%	-8%	-20%	-1.2%
COC(=O)c1ccccc1NC(=O)CCS(=O)(=O)c1nc(-c2ccc3c(c2)OCO3)cc(C(F)(F)F)n1	?	?	?	?
COc1ccc(C(=O)O)cc1S(=O)(=O)Nc1cccc(C(F)(F)F)c1	-1%	4%	-2%	2.3%
COCC(=O)Nc1c(I)c(C(=O)NC[C@@H](O)CO)c(I)c(C(=O)N(C)C[C@@H](O)CO)c1I	8%[16.8 µM]	2%[20.6 µM]	1%[20.6 µM]	-0.6%[25.6 µM]
Clc1cccc(-n2ncc3c(NC4CCCCCC4)ncnc32)c1	-19%[10.9 µM]	2%	-24%	?
Nc1ccn([C@H]2CC[C@@H](CO)O2)c(=O)n1	-3%&3%&6%&1%	-13%[1.84 µM]	-2%	-1.8%
C/C(=C1\SC(N2CCOCC2)=NC1=O)c1ccc(C)cc1	-3%	-3%	-3%	1.3%
CCn1nc(C)c2c(-c3ccccc3)cc(=O)n(C(C)C(=O)NCCC(C)C)c21 (configuration not stated)	26%[10.9 µM]	16%	17%	?
CCCCNC(=O)CSc1nnc(C)c2c(C)n(-c3ccccc3)nc12	11%[10.9 µM]	7%	16µM*	?
CCCN(CCC)CCCNC(=O)Cn1ncc2c3ccccc3n(Cc3ccccc3F)c2c1=O	-5%[10.9 µM]	-4%	?	?
Cc1ccccc1Cc1c(C)nc2nc(SCC(=O)NC(C)c3ccccc3)nn2c1C (configuration not stated)	-10%[10.9 µM]	3%	-4%	?
CCc1[nH]nc2c1C1(CCOC1C)C(C#N)=C(N)O2 (configuration not stated)	2%	-2%	-5%	0.1%
CCC(Oc1ccccc1)C(=O)Nc1ccc2oc(-c3ccc(OC)cc3)nc2c1 (configuration not stated)	6%[10.9 µM]	-6%	30%	-1.3%
COc1ccc(CNC(=O)c2ccc(CS(=O)(=O)c3ccc(Br)cc3)o2)cc1	-12%[10.9 µM]	-2%	-18%	?
Cc1cc(N2CCCC2)ccc1/C=N/n1cnnc1	-7%	-11%	-13%	-2.1%

Arranged by length of the SMILES (largest number first): some entries from above
SMILES	Imprint erasure	p53ts 32C kill	p53ts 39C tox	IkB signaling
O=C(CCn1nc(-c2ccc(Cl)cc2)ccc1=O)NCCc1ccccc1	-9%[10.9 µM]	0%	-29%	-1.9%
CCCCNC(=O)CSc1nnc(C)c2c(C)n(-c3ccccc3)nc12	11%[10.9 µM]	7%	16µM*	?
Cc1cc(-c2ccco2)c(C#N)c2nc3ccccc3n12	-26%	-8%	-20%	-1.2%
O=C(O)c1cc(CN2CCOCC2)oc1-c1ccccc1	-14%	1%	7%	2.8%
O=C(NCc1ccco1)c1scc2c1OCCO2	1%	0%	-2%	-1.0%

(more compounds)
SMILES	Imprint erasure	p53ts 32C kill	p53ts 39C tox	IkB signaling
CC(C)n1c(Sc2nccn2C)nc2c1c(=O)n(C)c(=O)n2C	·	-11%	4%	-1.8%
FC(F)(F)C(Cl)Br (configuration not stated)	-3%	10%[1.84 µM]	3%	0.4%
CC1CCN(CC(=O)N2CC(=O)Nc3ccccc32)CC1	·	-13%	6%	·
COCC(=O)N1CCC[C@@]2(CCN(c3ccncc3)C2)C1	·	-4%	-15%	-0.5%[11.4 µM]
COc1cc(C(CC(=O)NCc2ccccc2Cl)N2Cc3ccccc3C2=O)cc(OC)c1OC (configuration not stated)	11%[10.9 µM]	3%	-5%	5.6%
COc1ccc(CCNc2nc(=O)[nH]nc2C)cc1OC	-1%	3%	6%	-1.4%
O=C(c1cccc(F)c1)N1CCC2(CC1)CN(Cc1ccccc1)C2	·	0%	6%	2.4%[11.4 µM]
CCOC(=O)c1c(NC(=O)Cc2cccs2)sc(C(=O)N2CCCCC2)c1C	-19%	22%	24%	-1.9%
CC1(C)C(C#N)=C(N)OC2=C1C(=O)CCC2	1%	9%	7%	1.2%
Clc1ccc(Nc2c(-c3cccs3)nc3ccc(Cl)cn23)cc1	-5%[10.9 µM]	12%	23%	-1.3%
Cc1cc(=O)n2[nH]c(-c3ccc(F)cc3)cc2n1	-54%[inhibitor]	-20%	-29%	3.6%
COc1ccc(-c2nc3sc(CCNC(=O)C(=O)Nc4cccc(NC(C)=O)c4)c(C)n3n2)cc1	-15%[10.9 µM]	9%	-16%	0.5%
CCOC(=O)CNC(=O)CC(c1cc(OC)c(OC)c(OC)c1)N1Cc2ccccc2C1=O (configuration not stated)	-4%[10.9 µM]	4%	10%	1.0%
O=C(c1csnn1)N1CCC2(CCCN(Cc3cc(C(F)(F)F)cc(C(F)(F)F)c3)C2)CC1	·	-5%	3%	0.0%[11.4 µM]
Cc1cc(C)nc(Nc2n[nH]c(COc3ccc(Cl)cc3)n2)n1	-2%	-1%	3%	0.2%
N#Cc1cccc(NC(=O)N2CCC3(CC2)CCN(C(=O)c2cnccn2)CC3)c1	·	12%	-5%	-0.6%[11.4 µM]
CCOC(=O)c1nnn(-c2nonc2N)c1CNc1ccccc1	-5%	7%	10%	1.3%
COc1ccc(NC(=O)CC2Oc3ccc(C)cc3NC2=O)cc1Cl (configuration not stated)	15%[10.9 µM]	8%	1%	-0.2%
COc1ccc(C2Nc3ccccc3C(=O)N2Cc2ccco2)cc1COc1ccc(NC(C)=O)cc1 (configuration not stated)	-30%	-11%	-16%	18%
COc1ccc(Oc2ncc3ncc(=O)n(Cc4cccc(OC)c4)c3n2)cc1	·	14%	2%	4.7%[11.4 µM]
CCCc1nnc(SCc2cc(=O)c3c(C)cc(C)cc3[nH]2)n1C	10%[10.9 µM]	4%	14%	0.1%
O=C(O)CCSc1nnc(-c2ccncc2)n1-c1ccccc1	5%	2%	4%	1.5%
O=C(Nc1nc(-c2ccc(Cl)s2)cs1)c1cccs1	-10%	?	?	?
CCn1cc2nc(SCC(=O)Nc3cc(OC)cc(OC)c3)n(Cc3ccc(Cl)cc3)c(=O)c2n1	-8%[10.9 µM]	23%	-13%	?
CCOC(=O)C1CCC(CN(Cc2ccccc2)S(=O)(=O)c2ccc(Cl)cc2)CC1 (configuration not stated)	-7%[10.9 µM]	-3%	-10%	0.4%

More results follow.
SMILES	Imprint erasure	p53ts 32C kill	p53ts 39C tox	IkB signaling
COc1ccc(NC(=O)CC2C(=O)N(c3cccc(OC)c3)C(=O)N2CCC2=CCCCC2)cc1 (configuration not stated)	-7%[10.9 µM]	2%	?	?
CSc1nn(Cc2ccccc2C)c(NC(C)=O)c1S(=O)(=O)c1ccc(C)cc1	-10%[10.9 µM]	1%	-8%	?
C#CCCCO/N=C1/C[C@@H](O)[C@@H](O)[C@@H]2[C@@H]3C(=O)N(C(C)(C)C)C(=O)[C@H]3CC[C@H]12	·	10%[9.22 µM]	12%[9.22 µM]	·
Cc1ccc(/C=C/c2onc(C)c2S(=O)(=O)N2CCC(C(=O)N3CC(C)Oc4ccccc43)CC2)cc1 (configuration not stated)	-5%[10.9 µM]	8%	-12%	1.2%
CCOC(=O)C(N)CSC1CC(=O)N(c2ccc(C(=O)OC)cc2)C1=O (configuration not stated)	·	6%	4%	·
CCn1cc(C(=O)N2CCN(c3cc(C)ccc3C)CC2)c(=O)c2cc(S(=O)(=O)N3CCCCC3)ccc21	?	5%	18%	0.3%
Cc1cc(S(=O)(=O)NCc2ccco2)c(C)s1	-15%	15%	4%	-0.7%
Cc1ccc2[nH]c3c(=O)n(CC(=O)NCc4ccco4)ncc3c2c1	3%[10.9 µM]	-1%	16%	-1.7%
COc1ccc(Cl)cc1NC(=O)c1ccc2nc(Cc3ccccc3)oc2c1	-9%[10.9 µM]	-16%	-26%	?
CCOC(=O)N1CCN(C(=O)CCCn2c(=S)[nH]c3ccccc3c2=O)CC1	-19%	6%	4%	2.7%
CC1CCN(CCNC(=O)c2ccc(Cn3c(SCc4ccccc4)nc4cccnc43)cc2)CC1	-18%[10.9 µM]	?	10µM*	?
Nc1nc(SCC(=O)N2CCc3ccccc3C2)[nH]c(=O)c1-c1ccccc1	-7%	8%	-1%	2.9%
CCOC(=O)N1CCC(N2CC34C=CC(O3)C(C(=O)Nc3ccc(C(C)C)cc3)C4C2=O)CC1 (configuration not stated)	-4%	4%	-4%	1.7%
COc1ccc(NS(=O)(=O)c2cccc(-c3nnc(-c4ccccc4)o3)c2)cc1	·	5%	13%	·
CCC1(C)OC(=O)N2CCc3c(C)[nH]c4c(C)ccc(c34)C21C (configuration not stated)	-15%	15%	1%	-1.1%
CS(=O)(=O)N(CC(=O)Nc1ccccc1C(=O)N1CCOCC1)c1ccccc1	·	1%	11%	·
COc1cccc(-c2nnn(CC(C)=O)n2)c1	·	-21%	-11%	·
NC(=O)c1sc(=S)n(-c2ccc(Br)cc2)c1N	-8%	3%	2%	?
O=C(CN(Cc1ccc2c(c1)OCO2)C(=O)CNS(=O)(=O)c1ccccc1)NCC1CCCO1 (configuration not stated)	-2%	4%	9%	-0.8%
O=C(Oc1cccnc1)c1ccc(Cl)cc1	-5%	-1%	11%	1.9%
Nc1nc(CC(=O)CSc2ccc(Cl)cc2)nc(Nc2ccc(F)cc2)n1	·	-2%	-1%	·
Cc1ccc(-n2c(SCC(=O)Nc3cccc(Cl)c3)nc3n[nH]c(C)c3c2=N)cc1	-9%[10.9 µM]	?	?	-0.7%
COc1ccc(C(=O)N2CC(=O)Nc3ccc(C)cc3C2c2ccccc2)c(OC)c1 (configuration not stated)	-6%[10.9 µM]	12%	-29%	-4.3%
COc1cc(NC(=O)CSc2cc(=O)n(C)c3ccccc23)cc(OC)c1OC	-7%[10.9 µM]	-4%	16%	-2.8%
CCOc1ccc(CCNC(=O)CN(C)S(=O)(=O)c2ccc3c(c2)CCC(=O)N3)cc1OCC	-5%	-6%	-13%	-0.9%

Remaining list, next part
SMILES	Imprint erasure	p53ts 32C kill	p53ts 39C tox	IkB signaling
c1ccc(-n2nnnc2SCc2cccc(CSc3nnnn3-c3ccccc3)n2)cc1	·	0%	-6%	·
CO[C@H]1COC(=O)C/C=C\[C@@H](C)COC(=O)[C@@H](CCSC)NC(=O)C/C=C\[C@@H]1C	·	4%&2%[9.22 µM]	13%&7%[9.22 µM]	·
CCN(CC)C(=O)C1CCCN(c2ncnc3c2cnn3-c2cccc(C)c2)C1 (configuration not stated)	-6%	-5%	-22%	?
CCOc1cc(S(=O)(=O)NCCc2ccccc2C)c(OCC)cc1-n1cnnn1	1%	16%	-4%	1.0%
Clc1ccc(Br)cc1-c1nc(-c2cccnc2)no1	8%	0%	6%	-1.0%
COc1ccc(-n2cc(C(=O)NCCc3ccc(C)cc3)c3ccccc3c2=O)cc1	-20%[10.9 µM]	8%	?	?
CCOc1ccc2[nH]c(=O)c(C(c3nnnn3Cc3ccco3)N3CCC(C)CC3)cc2c1 (configuration not stated)	6%	1%	-3%	?
Cc1cccc(Cn2c(Sc3nc(C)cs3)nc3c2c(=O)[nH]c(=O)n3C)c1	6%	2%	7%	-2.0%
